Source: PubChem BioAssay
PLK1 inh: PLK1 (human) kinase inhibition; inhibition, % at 10 µM; 0.53% of 97,000 active; recombinant PLK1 kinase, TR-FRET peptide phosphorylation; P53350;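 active means inhibition of 50% or more in the single-concentration screen; inactive means inhibition below 50%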;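 further: 0% = DMSO max control and 100% = H-89 dihydrochloride min control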
Target sequence (P53350 whole entry, looked up): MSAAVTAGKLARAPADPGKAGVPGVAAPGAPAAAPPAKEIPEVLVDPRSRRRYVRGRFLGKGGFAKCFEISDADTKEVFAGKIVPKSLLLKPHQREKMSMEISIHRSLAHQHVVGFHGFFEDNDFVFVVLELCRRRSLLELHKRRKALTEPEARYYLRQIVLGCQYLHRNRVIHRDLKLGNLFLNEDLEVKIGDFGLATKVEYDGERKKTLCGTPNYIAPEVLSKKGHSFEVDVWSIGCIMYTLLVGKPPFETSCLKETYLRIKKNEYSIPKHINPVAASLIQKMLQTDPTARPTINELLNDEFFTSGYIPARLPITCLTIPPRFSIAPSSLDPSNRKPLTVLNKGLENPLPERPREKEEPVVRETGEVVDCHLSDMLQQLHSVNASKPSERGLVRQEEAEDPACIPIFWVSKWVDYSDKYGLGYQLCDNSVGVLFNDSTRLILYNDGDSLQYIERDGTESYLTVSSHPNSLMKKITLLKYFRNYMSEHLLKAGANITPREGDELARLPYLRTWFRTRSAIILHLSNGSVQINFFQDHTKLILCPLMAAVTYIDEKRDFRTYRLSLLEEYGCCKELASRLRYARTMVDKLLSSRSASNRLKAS
PLAP act: activates human placental alkaline phosphatase; P05187; purified PLAP enzyme, luminescent substrate read-out; stronger effect = higher value; activation fold at 20 µM; 1.2% of 96,000 active; AID 696; in the data active means activation fold above about 2
Rev-RRE block: disrupts HIV-1 Rev binding to RRE RNA. P05866. Rev peptide-RRE RNA binding, FRET. inhibition, % at 8 µM. 0.79% of 97,000 active;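 active means inhibition above the screen-wide mean plus 3 SD, cut at about 35% in these data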;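 further: 0% = median DMSO wells and 100% = median Neomycin B control wells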
Target sequence (P05866 whole entry, looked up): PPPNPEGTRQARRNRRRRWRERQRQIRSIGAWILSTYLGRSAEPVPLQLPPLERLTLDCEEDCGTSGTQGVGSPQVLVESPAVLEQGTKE
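Probe or stimulus: fluorescein-Rev peptide as binding partner; assay system: Cy5-tagged RRE RNA duplex with fluorescein-tagged Rev peptide; timing: 5 min compound–RNA preincubation, then 15 min with peptide, 25 °C; medium: HEPES pH 7.5 buffer with KCl, MgCl2, NaCl and EDTA; signal: fluorescein-to-Cy5 FRET, 480 nm excitation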
MT1-MMP txn act: MT1-MMP promoter transcription activation | 0.16% of 86,000 active | HT1080 MT1-MMP promoter luciferase reporter, luminescence, overnight; stronger effect = higher value | activation factor at 10 µM;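 active means activation factor of at least 2 for MT1-MMP transcription at 10 µM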
FAK blocker: inhibitors of human focal adhesion kinase | Q05397 | biochemical FAK kinase activity assay | inhibition, %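 (tested at 7 µM)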 | 0.84% of 97,000 active; in the data active means inhibition above about 19%;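 further: 0% = DMSO and 100% = reference compound high control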
S1P2 blocker: S1P2 (human) receptor antagonism | O95136 | cell-based S1P2 antagonist assay, inhibition at 5 uM | inhibition, % at 5 µM | 0.21% of 97,000 active; in the data active means inhibition above about 45%;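 further: CRE beta-lactamase reporter cells expressing human S1P2 stimulated with S1P; 0% = agonist at EC80 alone and 100% = agonist plus reference antagonist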
Target sequence (O95136 whole entry, looked up): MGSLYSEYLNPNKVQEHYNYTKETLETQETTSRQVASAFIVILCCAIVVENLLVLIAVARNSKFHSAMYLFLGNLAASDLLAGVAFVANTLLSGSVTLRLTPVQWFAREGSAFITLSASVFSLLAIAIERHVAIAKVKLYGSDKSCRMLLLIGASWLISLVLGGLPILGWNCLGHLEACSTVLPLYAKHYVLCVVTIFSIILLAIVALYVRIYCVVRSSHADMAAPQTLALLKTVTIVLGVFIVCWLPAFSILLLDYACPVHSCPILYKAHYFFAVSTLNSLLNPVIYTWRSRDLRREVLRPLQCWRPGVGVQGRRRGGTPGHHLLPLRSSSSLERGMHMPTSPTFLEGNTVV
Plk1 PBD FP: Plk1 (human) PBD binding inhibition; inhibition, %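 (tested at about 20 µM)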; Plk1 PBD phosphopeptide binding, fluorescence polarization; 0.13% of 97,000 active; P53350; in the data active means inhibition above about 34%, passing the limit was not always enough
EphB4 ephrin blk: blocks human EphB4 binding to ephrin-B2 | inhibition, % at 7 µM | P54760 | 0.15% of 97,000 active | AID 720 | EphB4 LBD / TNYL-RAW-Alexa532 peptide, fluorescence polarization;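 active means inhibition above the screen-wide mean inhibition plus 3 SD, cut at about 15% in these data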;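 further: 0% = DMSO wells and 100% = excess unlabeled TNYL-RAW peptide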
S1P2 agonist: agonists of human S1P2 receptor | O95136 | 0.46% of 97,000 active | activation, % at 4.5 µM | S1P2-expressing cell line, agonist reporter read-out; in the data active means activation above about 16%;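 further: 0% = vehicle low control and 100% = maximal reference agonist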
Starred values were filed as active, the others as inactive; / = not tested or not shown.

SMILES	PLK1 inh	PLAP act	Rev-RRE block	MT1-MMP txn act	FAK blocker	S1P2 blocker	Plk1 PBD FP	EphB4 ephrin blk	S1P2 agonist
COc1ccc(Cl)cc1S(=O)(=O)N1CCN(C(=O)COc2ccccc2)CC1	-12	0.9	3	1	-2	1	20	7	-4
O=C1NC2NC(=O)N(C(Cc3ccccc3)C(=O)O)C2N1 (stereo unspecified)	-2	0.9	6	1.2	4	8	-5	1	-12
CC(NC(=O)c1cc2c(=O)n(C)c3ccccc3c2n1C)c1ccc2c(c1)OCCO2 (stereo unspecified)	-11	/	-4	1	-1	4	-22	-7	-3
Nc1[nH]n(-c2ccccc2)c(=O)c1N=Nc1ccccc1[N+](=O)[O-]	-18	0.7	6	1.5	1	-3	-4	0	-4
Cc1ccc(-c2nn(CC(=O)NCc3cc(-c4nn(C)c(=O)c5ccccc45)ccc3C)c(=O)c3ccccc23)cc1	-4	1.8	5	1	0	3	-21	0	-1
O=C(Nc1ccc2c(c1)OCO2)C1CCN(Cc2cnn(-c3ccccc3)c2-n2cccc2)CC1	-9	2.9*	14	/	5	-10	-4	-2	-1
CCOC(=O)CC(=O)CSc1nc(-c2ccc3c(c2)OCO3)cc(C(F)(F)F)c1C#N	-15	1	61*	/	-3	-12	-33	-4	0
CCN1C(=O)c2cccc3c(S(=O)(=O)NCCCN4CCOCC4)ccc1c23	-6	1.2	-3	1.2	8	11	2	-1	-5
COc1cccc(CNc2nc3nc(C)cc(=O)n3[nH]2)c1	-1	1	6	/	-2	14	19	-4	-4
CCCOc1ccccc1-c1nc2c([nH]1)c(=O)[nH]c(=O)n2C	-5	0.9	10	1.2	3	-33	-4	-6	-1
O=C(/C=C\NCC(=O)c1ccccc1)c1ccccc1	-17	0.9	-4	/	0	20	-31	-6	-9
Cc1ncoc1C(=O)Nc1cccc(Cl)c1	26	1.1	3	1.6	0	4	4	0	1
CC(Sc1ccccc1)C(=O)Nc1cccc(N(C)S(C)(=O)=O)c1 (stereo unspecified)	-7	0.9	4	1.2	-2	-1	20	6	-7
COc1ccc2c(c1)CCc1c(C(=O)NCCc3ccc(OC)c(OC)c3)noc1-2	-8	1.2	-1	1.2	1	-3	-28	-5	-7
C=CCOC(=O)Nc1c(C(=O)OC)[nH]c2ccccc12	-10	0.8	8	1.5	-2	8	-27	1	-3
CC(C(=O)N1CCN(C)CC1)N1C(=O)c2ccccc2C1=O (stereo unspecified)	-8	1.1	2	/	2	-30	21	6	-7
Cc1cccc(C(=O)Nc2nc(C)c(C(=O)Nc3ccc4c(c3)CCC4)s2)c1	-8	1.2	5	/	2	-10	28	1	-3
CCc1nc2ccccc2n1CC(=O)N(C(C)CC)C1CCS(=O)(=O)C1 (stereo unspecified)	-2	0.9	4	1	-2	0	-4	-6	-3
CC(C)(C)c1ccccc1OCC(=O)NCCC(=O)O	-8	1.3	0	1	9	-1	-1	-2	-3
COc1cc(/C=C2/S/C(=N/S(=O)(=O)c3ccccc3)NC2=O)c([N+](=O)[O-])cc1OC	47	1.7	9	1.1	-5	-16	-11	5	-2

By substructure: those above with an aryl methoxy group.
SMILES	PLK1 inh	PLAP act	Rev-RRE block	MT1-MMP txn act	FAK blocker	S1P2 blocker	Plk1 PBD FP	EphB4 ephrin blk	S1P2 agonist
COc1ccc(Cl)cc1S(=O)(=O)N1CCN(C(=O)COc2ccccc2)CC1	-12	0.9	3	1	-2	1	20	7	-4
COc1cccc(CNc2nc3nc(C)cc(=O)n3[nH]2)c1	-1	1	6	/	-2	14	19	-4	-4
COc1ccc2c(c1)CCc1c(C(=O)NCCc3ccc(OC)c(OC)c3)noc1-2	-8	1.2	-1	1.2	1	-3	-28	-5	-7
COc1cc(/C=C2/S/C(=N/S(=O)(=O)c3ccccc3)NC2=O)c([N+](=O)[O-])cc1OC	47	1.7	9	1.1	-5	-16	-11	5	-2

Additional compounds:
SMILES	PLK1 inh	PLAP act	Rev-RRE block	MT1-MMP txn act	FAK blocker	S1P2 blocker	Plk1 PBD FP	EphB4 ephrin blk	S1P2 agonist
O=C(CNC(=O)c1ccco1)OCC(=O)c1cccc2ccccc12	7	1.2	-2	/	4	-5	11	3	-3
CCOC(=O)C1CCN(C(=O)COc2cccc(C)c2)CC1	-9	1.2	-4	1.2	0	6	-3	-1	-1
Cc1ccc(-c2nn[nH]n2)cc1	-12	0.9	10	1	2	-12	15	1	-4
COC(=O)C(NC=O)C(O)(Cc1ccccc1)C(F)(F)F (stereo unspecified)	-14	0.9	8	1.6	1	-6	2	0	-4
O=C(CS(=O)(=O)c1ccccc1)N1CCCCCC1	-7	0.9	8	1.4	-1	5	-13	3	-6
Cn1c(=O)c2c(nc(CN3CCc4ccccc4C3)n2Cc2ccc(Cl)cc2)n(C)c1=O	1	/	11	1.1	2	0	17	6	0
Cc1nn(C(=O)CCCC(=O)n2nc(C)c(Cl)c2C)c(C)c1Cl	-9	/	8	1	0	-12	-12	5	-7
CC(C)c1nnc(SCC(=O)N2CCc3ccccc32)n1C	-15	/	-3	1.1	1	3	13	3	-4
COc1cccc(N2C(=O)CC(N3CCN(S(=O)(=O)c4ccccc4)CC3)C2=O)c1 (stereo unspecified)	-1	1.4	5	1.2	-5	2	14	-6	-8
C=CCn1c(SC(C)C(=O)NCc2ccc3c(c2)OCO3)nc2scc(-c3ccccc3)c2c1=O (stereo unspecified)	2	1	1	1.1	-2	0	0	-5	-8
Cc1ccc(-c2cc(N)n[nH]2)cc1	-36	1.3	7	1.6	0	0	-6	7	-6
COC(=O)C(CC(C)C)NC(=O)CSc1nc(-c2ccccc2)c(C#N)c(=O)[nH]1 (stereo unspecified)	-8	1.5	0	1	-6	15	-1	-12	-7
Nn1c(COc2ccccc2)nc2ccccc2c1=O	-4	1	4	1.3	7	18	1	-1	-1
CCCn1c(NCc2cccc(OC)c2O)nc2ccccc21	-11	/	8	1.4	0	4	-7	8	-3
CCOC(=O)CC(=O)CSCC(=O)Nc1ccc(C)cc1	-7	1.5	2	1	0	3	14	-5	-1
COc1ccc2cc3c(N)nn(C(=O)Cc4ccccc4OC)c3nc2c1	-7	1.6	3	1	4	11	-12	-6	-4
C/C(=N/NC(=O)c1ccc2c(c1)OCO2)c1cccc(NC(=O)C(C)(C)C)c1	-10	1	1	/	-1	-12	-13	-1	41*
O=[N+]([O-])c1ccc(Nc2ccc3ccccc3c2)nc1	-11	1.1	8	/	6	37	-18	1	-6
COc1n[nH]c2nncnc12	-2	1.1	4	1.2	-2	2	5	-12	-3
COc1ccc(COc2ccsc2C(=O)Nc2ccc(Cl)c(Cl)c2)cc1	-20	0.9	16	/	25*	-9	8	2	-7
COc1cc2c(cc1OC)CN(C(C)C(=O)Nc1ccc(NC(C)=O)cc1)CC2 (stereo unspecified)	-5	1.4	9	/	-1	4	0	-1	-3
O=c1oc(-c2cc3ccccc3o2)nc2sc3c(c12)CCCC3	-3	1	2	1	0	7	-28	3	0
Cn1cc(CNC(=O)C2c3ccccc3Oc3ccccc32)cn1	-2	1.4	4	1.1	3	25	21	5	-2
CCOC(=O)Cn1nnnc1C(CC)N(Cc1cc2ccc(C)cc2[nH]c1=O)C1CCCC1 (stereo unspecified)	-7	1.5	-1	1	3	-6	1	3	-13
CCOCCCn1cnc2c([nH]c3cc(OC)ccc32)c1=O	10	1	0	1.1	0	12	3	-1	-4
COC(=O)c1cccc(NC(=O)CSc2nc(=O)cc(N)n2-c2ccccc2)c1	-6	1	5	/	0	-2	-21	1	1
O=C(Nc1nnc(COc2ccc(Cl)cc2)s1)C1CCCO1 (stereo unspecified)	-9	1.1	0	1.2	-5	-12	3	-8	-8
CCOC(=O)c1sc(NC(=O)CSc2nc3c(c(-c4ccc(OC)cc4)c2C#N)CCCC3)c(C#N)c1C	-20	1	15	1.1	1	-6	3	0	0
C/C(=N\NC(=O)CC1N=C(Cc2ccccc2)NNC1=O)c1ccc(C)cc1 (stereo unspecified)	20	1.1	-2	1.1	1	14	-12	3	-9
O=C(NC1CC2CCCC(C1)N2Cc1ccco1)NC12CC3CC(CC(C3)C1)C2 (stereo unspecified)	-4	2.2*	2	1.2	4	19	6	2	-4
O=C1c2ccccc2C(=O)N1CC(=O)N1c2ccccc2CCc2ccccc21	2	0.9	2	/	1	-2	-6	-9	-7
CC12CCC(C(=O)N3CCN(C(c4ccccc4)c4ccccc4)CC3)(OC1=O)C2(C)C (stereo unspecified)	4	1.7	-7	0.9	-1	-26	30	1	-3
CN(C(=O)c1ccccc1Cl)C1CCCCC1	-6	1.2	0	1.1	2	13	-9	3	0
O=C(C1CCN(c2ncnc3c2sc2cccc(F)c23)CC1)N1CCOCC1	-5	1.3	2	1.1	2	5	12	-6	-3
Cn1c(=O)oc2cc(S(=O)(=O)N3CCC(C(=O)NCC4COc5ccccc5O4)CC3)ccc21 (stereo unspecified)	3	0.9	-1	1	0	-3	8	-11	-5
CN(C(=O)c1ccccc1Cl)c1ccccc1	-7	/	3	1	-1	13	-24	1	-6
O=c1ccc(/C=C/c2ccccc2)nn1Cc1ccccc1	-5	0.9	13	1	-2	-6	11	-3	-4
Cc1nc2c(-c3ccc(F)cc3)c(C)nn2c(C)c1CCC(=O)N1CCOCC1	4	1.5	7	/	1	-22	-6	-3	-3
O=C(NC1(C(F)(F)F)NC(=O)N(C2CCCCC2)C1=O)c1cccs1 (stereo unspecified)	7	1	5	1.3	-6	4	11	3	-4
CCOc1ccc(/C(O)=C2/C(=O)C(=O)N(CCOCCO)C2c2ccccc2)cc1 (stereo unspecified)	-19	1.1	-4	1.1	-13	18	4	3	-2

Copied from the list:
CC(Sc1ccccc1)C(=O)Nc1cccc(N(C)S(C)(=O)=O)c1 (stereo unspecified) @ S1P2 blocker = -1
O=C(NC1CC2CCCC(C1)N2Cc1ccco1)NC12CC3CC(CC(C3)C1)C2 (stereo unspecified) @ PLK1 inh = -4
Cc1ccc(-c2nn(CC(=O)NCc3cc(-c4nn(C)c(=O)c5ccccc45)ccc3C)c(=O)c3ccccc23)cc1 @ EphB4 ephrin blk = 0
COC(=O)c1cccc(NC(=O)CSc2nc(=O)cc(N)n2-c2ccccc2)c1 @ PLK1 inh = -6
Cn1c(=O)oc2cc(S(=O)(=O)N3CCC(C(=O)NCC4COc5ccccc5O4)CC3)ccc21 (stereo unspecified) @ FAK blocker = 0
CC12CCC(C(=O)N3CCN(C(c4ccccc4)c4ccccc4)CC3)(OC1=O)C2(C)C (stereo unspecified) @ MT1-MMP txn act = 0.9

Further records
SMILES	PLK1 inh	PLAP act	Rev-RRE block	MT1-MMP txn act	FAK blocker	S1P2 blocker	Plk1 PBD FP	EphB4 ephrin blk	S1P2 agonist
CSc1nc(-c2ccccc2)nn1C(=O)c1ccc(Cl)cc1	-7	0.9	7	/	2	8	-21	5	-2
CC1(C)SC2c3ccccc3C(=O)N2[C@@H]1C(=O)NCCCN1CCOCC1 (stereo partly specified)	-14	1.4	3	1.2	-6	2	-27	-4	-3
CCN(CC(=O)Nc1ccc2c(c1)OCCO2)C(=O)CC1CCCC1	-15	1.9	4	/	3	-9	-18	0	-2
CCCOC(=O)/C(=C\c1ccc([N+](=O)[O-])o1)NC(=O)c1ccccc1	-5	/	7	1	-1	-2	-3	2	-4
CC(C)Nc1c(N)c(=O)oc2ccccc12	-9	1	8	1.2	0	7	18	2	-1
COc1ccc(Cl)cc1NC(=S)N1CCN(c2ccccn2)CC1	-15	1.1	6	/	-1	2	0	10	-8
COc1cc(-n2nc(C)c3c2OC(N)=C(C#N)C3c2ccccc2)c(Cl)c(Br)c1O (stereo unspecified)	0	0.9	24	1	-1	14	-4	9	-5
Cc1onc(-c2c(Cl)cccc2Cl)c1C(=O)Nn1cnnc1	-6	1	1	1	2	11	-14	-15	-4
CC(C)c1nccn1CCC(=O)O	-1	0.8	2	1.2	0	10	17	6	-2
Cc1ccc(C(=O)N(CN2CCCC2=O)c2ccccc2)cc1C	-14	1.3	-1	1.3	0	0	-6	-1	-2
O=S(=O)(Nc1ccc(-n2cccc2)cc1)c1ccc(Cl)cc1Cl	-3	1.4	10	/	-4	11	3	-3	-8
O=C(O)C1CCCCC1C(=O)Nc1ccccn1 (stereo unspecified)	-1	1	9	1	0	9	15	7	-6
O=C(CNC(=O)C1CCCCC1)Nc1cc(Cl)cc(Cl)c1	-5	1	3	/	-3	10	-15	6	-5
